Ecoli WT growth – blocks growth of wild type E. coli BW25113; E. coli BW25113 growth inhibition, OD600; inhibition, % at 10 µM; 20,000 compounds, 0.05% hits; AID 552; in the data active = inhibition above about 40%;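 note: bacteria exposed to compound for 20 hours at 37 °C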
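Material: bacterial strain in a whole-cell growth screen; Amount: inoculum from a 1:1000 dilution of a 1.5 h subculture; Buffer or medium: LB plus kanamycin 50 µg/mL; Dosing: one dose, 10 µM final; Times: compound exposure of 20 h at 37 °C; Measured by: absorbance at 615 nm as a measure of bacterial growth.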
The depositor's hits bear a star. An excerpt; count on the stated rates, not on these rows.

SMILES | Ecoli WT growth
CC1=C(C(=O)NC2CCCC(C)C2C)C2(CCCCC2)OC1=O (centres undefined) | -1
Cc1ccc(-c2noc(C3CCCN(C(=O)c4ccccc4)C3)n2)o1 (centres undefined) | -1
COc1ccc(C)cc1S(=O)(=O)N(C)CC(=O)N1CCCCCC1 | -13
CC(C)CNS(=O)(=O)c1ccc(CCC(=O)Nc2ccc3c(c2)OCO3)cc1 | -21
COc1ccc(C(CNC(=O)c2cc(C)oc2C)N2CCOCC2)cc1 (centres undefined) | 0
CCSC(SCC)[C@H](O)[C@@H](O)[C@H](O)[C@H](O)CO | 11
N#Cc1cn(CC(=O)N2CCCC2)c2ccccc12 | -8
CCOc1ccc(C(C)=O)cc1COc1ccc(-n2cnnn2)cc1 | 8
Cn1c(/C=N/n2cnnc2)nc2ccccc21 | 0
O=C1OCCC1Sc1nnc(-c2ccc(Br)cc2)o1 (centres undefined) | -16
CC(=O)c1cc(-c2ccccc2)n(CC(=O)N2CCN(C3CCCC3)CC2)c1C | 15
COC(=O)c1sc2nc(-c3ccccc3)nc(N3CCN(C)CC3)c2c1C | 3
O=S(=O)(Nc1ccc2c(c1)nc1n2CCN(Cc2ccccc2)C1)c1ccccc1 | -5
CCn1nc(C(=O)O)c(=O)c2cc3c(cc21)OCO3 | 42
CCC(=O)N1CCNC(=O)C1CC(=O)Nc1ccc(C)c(Cl)c1 (centres undefined) | -6
COc1ccc(-c2nc3c(c(SCC(=O)N4CCOCC4)n2)COC(C)(C)C3)cc1 | 17
CCOc1ccc(Nc2nc(CC(=O)OC)cc(=O)[nH]2)cc1 | -15
Cc1ccc(C)c(C(=O)CC2(O)C(=O)Nc3ccccc32)c1 (centres undefined) | 7
CS(=O)(=O)N(CC(=O)N1CCCC1)c1ccc(OCc2ccccc2)cc1 | -10
CCOC(=O)c1cccc(NC(=O)CSc2nnc(C3CCCCC3)n2C)c1 | -1

Reprinted at random: 4 records from the list, in no set order.
SMILES | Ecoli WT growth
CC1=C(C(=O)NC2CCCC(C)C2C)C2(CCCCC2)OC1=O (centres undefined) | -1
CCOC(=O)c1cccc(NC(=O)CSc2nnc(C3CCCCC3)n2C)c1 | -1
CS(=O)(=O)N(CC(=O)N1CCCC1)c1ccc(OCc2ccccc2)cc1 | -10
N#Cc1cn(CC(=O)N2CCCC2)c2ccccc12 | -8

Further entries.
SMILES | Ecoli WT growth
CCc1ccc(N2CC(C(=O)OCC(=O)NC3CCS(=O)(=O)C3)CC2=O)cc1 (centres undefined) | 9
Cc1nc(NCCNC(=O)c2ccco2)c2c(C)c(C)sc2n1 | 9
Cc1ccc(-c2ccc(=O)n(CCC(=O)NCCN3CCCCC3C)n2)cc1 (centres undefined) | 8
CCOCCCNc1ncc2c(n1)CC(c1ccc(C)cc1)CC2=O (centres undefined) | -20
CC1CN(c2c3c(nc4ncnn24)CCCC3)CC(C)O1 (centres undefined) | -4
Cc1noc(C)c1C(=O)NCCC1=CCCCC1 | -21
CCOC(=O)c1[nH]c(C)c(C(=O)Nc2ccc(C)c(Cl)c2)c1C | -2
O=C(Nc1cccc(Cl)c1N1CCCC1)c1cc2ccccc2o1 | -16
Cc1cc(C)n(C(=O)c2ccc(C)c(S(=O)(=O)N3CCCC3)c2)n1 | -17
COC(=O)CSc1nnc(CCc2nc3ccccc3[nH]2)n1C | -20
COc1ccc(CNC(=O)COC(=O)c2n[nH]c3ccccc23)cc1OC | -3
Nn1c(SCC(=O)Nc2ccc(S(=O)(=O)N3CCCC3)cc2)nnc1C(F)(F)F | -1
COc1ccccc1NC(=O)c1ccc(-c2ccccc2F)o1 | -18
CCn1c(=O)cc(OCC(=O)Nc2nc(C)cs2)c2ccccc21 | 8
Cc1ccc(C)c(NC(=O)CC(NCCCN2CCOCC2)C(=O)O)c1 (centres undefined) | 13
Cn1c(=O)[nH]c2cc3ccccc3cc21 | -2
Cc1cc(C)n(S(=O)(=O)Cc2ccccc2)n1 | 8
CC1(C)CC(=O)C=C(Nc2ccc(OCC(F)(F)C(F)F)cc2)C1 | 9
CN(C)c1nc(N(C)C)nc(N(C)C)n1 | 17
COC(=O)Nc1c(C)n(C)n(-c2ccccc2)c1=O | -3
O=c1ccc2cc(S(=O)(=O)N3CCN(c4ccccc4)CC3)ccc2o1 | -12
CCOc1ccccc1NC(=O)c1cc(CC(C)C)oc1C | -18
COC(=O)c1cccc(COC(=O)c2ccccc2NC(=O)c2ccco2)c1 | -31
CC(=O)N1CCN=C1SCc1ccc(Br)cc1 | 6
Cc1ccc(S(=O)(=O)Nn2c(C)ccc2C)cc1 | -13
CC1=C(C(=O)Nc2ccccc2)C(c2cccs2)C(C#N)=C(SCC#N)N1 (centres undefined) | 8
O=C(c1cc2nc(-c3ccco3)cc(C(F)(F)F)n2n1)N1CCN(c2ccccn2)CC1 | -2
COc1ccccc1CNC(=O)N[C@@H](Cc1ccccc1)C(=O)O | 5
OCCNCCCCOc1ccccc1F | 12
O=C(CSc1nnc(Cc2ccccc2)n1-c1ccc(F)cc1)N1CCOCC1 | 4
N#Cc1c(NCc2ccccc2)ccnc1NCc1cccnc1 | 5
C=CCn1c(COc2cccc3cccnc23)nnc1SCC(=O)OC | -20
CCOC(=O)c1ccc(COC(=O)c2ccc(-c3nnc(-c4ccccc4)o3)cc2)o1 | -18
CCOCCCNC(=O)c1cc2sc(Cl)cc2n1CC | -5
CCCS(=O)(=O)N1CCN(C(=O)c2cccs2)CC1 | 8
O=C(CCCc1nc(-c2ccccc2Cl)no1)NC1CCCCC1 | 6
O=C(Cn1nnc(-c2cccc(C(F)(F)F)c2)n1)N1CCOCC1 | 6
O=C(O)CNC(=O)CC12CC3CC(CC(C3)C1)C2 | 2
CC(=O)c1c(OC(=O)c2ccco2)c2ccccc2n1C | 12
Cc1cccc(C)c1OCC(=O)NCc1nnc(SCC(=O)NC2CCCCC2)n1C | -17
CCCOc1cccc(C2/C(=C(/O)c3ccc(OC)cc3)C(=O)C(=O)N2CCN(C)C)c1 (centres undefined) | -29
O=c1[nH]cnc2c1N1CCC2CC1 | -21
COc1ccc(N(CC(=O)O)S(C)(=O)=O)cc1OC | -20
Cc1nnc(SCC(=O)Nc2nsc(-c3ccccc3)n2)s1 | 11
CCc1nnc2sc(-c3ccc(NC(=O)c4ccc5c(c4)OCCO5)cc3)nn12 | -24
C=CCN(c1ccc(C(=O)N2CCN(c3ccc(F)cc3)CC2)cc1)S(C)(=O)=O | -14
COc1ccc(C)cc1NC(=O)C1CCCCC1C(=O)O (centres undefined) | -25
O=C(NC1CCCCCCC1)C1CCN(c2nc3ccccc3o2)CC1 | 7
CCc1nc(OCc2ccco2)c2sc3nc4c(cc3c2n1)COC(C)(C)C4 | 3
Cc1ccc2nc(NC3=NCN(Cc4ccc5c(c4)OCO5)CN3)nc(C)c2c1 | -22
Nn1c(COc2ccccc2)nnc1SC(F)F | -1
O=C(C1CCCN(S(=O)(=O)c2cccnc2)C1)N1CCn2c1nc1ccccc12 (centres undefined) | 8
O=C(NCC(O)c1ccccc1)c1cccc(S(=O)(=O)N2CCOCC2)c1 (centres undefined) | 2
CN(C)c1ccc(NC(=O)CCCc2ccccc2)cc1 | -8
O=C1c2ccccc2C(=O)N1CCN1CCCCC1 | -1
O=C(Nc1ccc2c(c1)OCCO2)c1cnc2n(c1=O)CCS2 | 7
COc1ccc(C(=O)N2CCN(S(=O)(=O)c3cc(Cl)ccc3OC)CC2)cc1 | -5
COCCN(CC(=O)Nc1ccccc1C)S(=O)(=O)c1ccc(S(=O)(=O)N2CCCC2)cc1 | -1
COc1ccc(-c2nnc3sc(C(C)N4C(=O)c5ccccc5C4=O)nn23)cc1 (centres undefined) | 11
CCC1(CC)Cc2ccccc2C(N)=C1C#N | 8

Rewritten as labelled records: entries from further up
Cc1nnc(SCC(=O)Nc2nsc(-c3ccccc3)n2)s1
  Ecoli WT growth: 11
CCc1nnc2sc(-c3ccc(NC(=O)c4ccc5c(c4)OCCO5)cc3)nn12
  Ecoli WT growth: -24
COc1ccc(C)cc1NC(=O)C1CCCCC1C(=O)O (centres undefined)
  Ecoli WT growth: -25
Cc1ccc2nc(NC3=NCN(Cc4ccc5c(c4)OCO5)CN3)nc(C)c2c1
  Ecoli WT growth: -22

Other structures follow:
SMILES | Ecoli WT growth
O=C1CC(N2CCN(C3CCc4ccccc4C3)CC2)C(=O)N1c1ccccc1 (centres undefined) | 0
COc1ccccc1NC(=O)N(Cc1ccco1)Cc1cc2c(C)ccc(C)c2[nH]c1=O | -1
Cc1ccc(-c2noc(CCC(=O)NCCc3ccccc3Cl)n2)cc1 | 6
CCOc1cc2[nH]c(=O)n(CCCCC(=O)NCc3ccco3)c(=O)c2cc1OCC | 0
CC(=O)Nc1cccc(Cn2cccn2)c1 | -19
COc1cc(C)nc(N(Cc2ccccc2)S(=O)(=O)c2ccccc2)n1 | 4
COc1ccc(OC)c(C(O)c2nc3ccccc3n2C(C)C)c1 (centres undefined) | -14
CC(=O)Nc1c(I)c(NC(C)=O)c(I)c(C(=O)O)c1I | 1
N#CC1=C(N)n2c(s/c(=C\c3ccco3)c2=O)=C(C#N)C1c1ccco1 (centres undefined) | -4
O=S(=O)(Cc1ccccc1)N1CCN(C2Cc3ccccc3C2)CC1 | 4
O=C(CN(CCCN1CCOCC1)C(=O)Cn1nnc(-c2ccc(F)cc2)n1)NC1CCCCC1 | -17
Cn1c(CN2CCOCC2)nnc1SCC(=O)Nc1ccc2c(c1)OCCO2 | -21
O=S(=O)(c1ccc(N2CCCC2)cc1)C(F)(F)F | -19
Clc1ccc(OCCCn2cncn2)cc1Cl | 6
CCCCOC(=O)Nc1nnc(CCOCC)s1 | -3
COc1ccc(-c2c(=O)n(OCc3ccccn3)c3ccccc3[n+]2[O-])cc1OC | -3
O=S(=O)(c1ccc(-c2csc(-c3cccnc3)n2)cc1)N1CCCCC1 | 6
CCOC(=O)c1ccc(NC(=O)Nc2ccc(S(N)(=O)=O)cc2)cc1 | -24
Nc1nnc(-c2ccccc2)c(-c2ccccc2)n1 | -5
O=C1c2ccccc2-c2ccc(C(=O)N3CCOCC3)cc21 | -5

Next entries:
Structure,Ecoli WT growth
CCOC(=O)Cn1c(N2CCOCC2)nc2c1c(=O)[nH]c(=O)n2C,1
Cc1ccc(S(=O)(=O)N2CCOCC2)cc1C(=O)Nc1ccc(-c2cn3ccsc3n2)cc1,-1
Cc1cc(S(=O)(=O)N2CCN(c3ccccc3C)CC2)ccc1F,-2
COc1ccc(NC(=O)CN(c2ccccc2)S(=O)(=O)N(C)C)cc1OC,-19
Cc1c(NC2=NC3(CCCCC3)Cc3ccccc32)c(=O)n(-c2ccccc2)n1C,-3
CCCn1nnc(NC(=O)c2ccco2)n1,-2
CNCCCC1c2ccccc2C=Cc2ccccc21,2
COc1ccccc1-n1c(=O)c2c3c(sc2n2c(SC(C)C)nnc12)CCC3,7
CCOC(=O)C(NC(=O)c1ccc(OC)cc1)(N1CCOCC1)C(F)(F)F (centres undefined),8
Nc1ccc(N2CCOCC2)c(Cl)c1,-33
Cn1c(=O)c2c(nc(NCCc3ccccc3)n2CC(=O)NCCc2ccccc2)n(C)c1=O,-2
COc1cc(CN2CCN(C(=O)CC(C)C)CC2)cc(OC)c1O,5
N#Cc1nc(COc2ccccc2F)oc1N1CCCCCC1,-19
Cc1noc(C)c1C(=O)OCC(=O)Nc1ccccc1C(=O)NC(C)c1ccccc1 (centres undefined),-6
O=C(c1ccc(S(=O)(=O)N2CCOCC2)cc1)N1CCN(c2cccc(Cl)c2)CC1,3
CCOc1ccc(OCC(=O)N2CCOCC2)cc1,9
O=C(CCc1ccccc1)n1nc(-c2ccccc2)nc1NCc1ccco1,-25
CC(=O)c1ccccc1NS(=O)(=O)c1c(C)nn(-c2ccccc2)c1C,-3
CC(C)C(=O)Nc1ccc(-c2nc3cccnc3o2)cc1,1
Cc1c(C(=O)O)oc2c1C(O)CCC2 (centres undefined),-7
O=C(Nc1cccnc1)c1ccc2c(c1)C(=O)N(Cc1cccnc1)C2=O,-4
CCN(CC)C(=O)CSc1nnc([C@@H](N)Cc2ccccc2)o1,-2
O=C(NCCc1ccccc1)C1CCN(S(=O)(=O)N2CCC3(CC2)OCCO3)CC1,-1
Cc1ccc(SC(C)c2nc(-c3ccncc3)no2)cc1 (centres undefined),-26
Cc1cc(NC(=O)CSc2nc3ccsc3c(=O)n2NC(=O)c2ccccc2)no1,19
Cc1cccc(N2C(=O)CC(Sc3nc(C)c4c(n3)CCCC4)C2=O)c1 (centres undefined),1
Cc1csc(NC(=O)CCN2C(=O)c3ccccc3S2(=O)=O)n1,1
CCN1CCN(c2nc(-c3cccnc3)nc3ccccc23)CC1,0
O=C(CCC(=O)N1CCc2ccccc21)N1CCc2ccccc21,4
COc1ccccc1C1C(C(C)=O)=C(O)C(=O)N1CCc1ccccc1 (centres undefined),3

A stretch of the results above, as a working copy:
Structure,Ecoli WT growth
CCOc1ccc(OCC(=O)N2CCOCC2)cc1,9
O=C(CCc1ccccc1)n1nc(-c2ccccc2)nc1NCc1ccco1,-25
CC(=O)c1ccccc1NS(=O)(=O)c1c(C)nn(-c2ccccc2)c1C,-3

Going on with the list.
Structure,Ecoli WT growth
CCC(=O)N(Cc1cc2c(C)ccc(C)c2[nH]c1=O)C1CCCCC1,4
C/C(=N\O)C(C)/[N+]([O-])=C/c1nc(C)c(C)n1O (centres undefined),6
CCOC(=O)c1sc(NC(=O)c2c(C)noc2C)c(C(=O)OCC)c1C,-25
O=C(CCN1C(=O)c2ccccc2C1=O)Nc1ccc(F)cc1F,-10
CCC(=O)Nc1ccc(OC)cc1OC,-10
CCOC(=O)C1CCCN(S(=O)(=O)c2ccc(Br)s2)C1 (centres undefined),4
CCn1c(-c2ccc(OC)c(OC)c2)n[nH]c1=S,-22
COc1cc2c(cc1OC)C(c1cc(OC)c(OC)c(OC)c1)NCC2 (centres undefined),3
COc1cc(/C=N/n2c(C)nnc2C)cc(OC)c1OC,5

Source: PubChem BioAssay
